GC-A act – GC-A (human) enzyme activation; P16066; HEK293 GC-A cells, cGMP TR-FRET, EC30 ANP; 0% at EC30 ANP, 100% saturating ANP; activation, % at 10 µM; actives 0.14% (n = 370,000); AID 1671463; in the data active = activation above about 40%
Target sequence (P16066 whole entry, looked up): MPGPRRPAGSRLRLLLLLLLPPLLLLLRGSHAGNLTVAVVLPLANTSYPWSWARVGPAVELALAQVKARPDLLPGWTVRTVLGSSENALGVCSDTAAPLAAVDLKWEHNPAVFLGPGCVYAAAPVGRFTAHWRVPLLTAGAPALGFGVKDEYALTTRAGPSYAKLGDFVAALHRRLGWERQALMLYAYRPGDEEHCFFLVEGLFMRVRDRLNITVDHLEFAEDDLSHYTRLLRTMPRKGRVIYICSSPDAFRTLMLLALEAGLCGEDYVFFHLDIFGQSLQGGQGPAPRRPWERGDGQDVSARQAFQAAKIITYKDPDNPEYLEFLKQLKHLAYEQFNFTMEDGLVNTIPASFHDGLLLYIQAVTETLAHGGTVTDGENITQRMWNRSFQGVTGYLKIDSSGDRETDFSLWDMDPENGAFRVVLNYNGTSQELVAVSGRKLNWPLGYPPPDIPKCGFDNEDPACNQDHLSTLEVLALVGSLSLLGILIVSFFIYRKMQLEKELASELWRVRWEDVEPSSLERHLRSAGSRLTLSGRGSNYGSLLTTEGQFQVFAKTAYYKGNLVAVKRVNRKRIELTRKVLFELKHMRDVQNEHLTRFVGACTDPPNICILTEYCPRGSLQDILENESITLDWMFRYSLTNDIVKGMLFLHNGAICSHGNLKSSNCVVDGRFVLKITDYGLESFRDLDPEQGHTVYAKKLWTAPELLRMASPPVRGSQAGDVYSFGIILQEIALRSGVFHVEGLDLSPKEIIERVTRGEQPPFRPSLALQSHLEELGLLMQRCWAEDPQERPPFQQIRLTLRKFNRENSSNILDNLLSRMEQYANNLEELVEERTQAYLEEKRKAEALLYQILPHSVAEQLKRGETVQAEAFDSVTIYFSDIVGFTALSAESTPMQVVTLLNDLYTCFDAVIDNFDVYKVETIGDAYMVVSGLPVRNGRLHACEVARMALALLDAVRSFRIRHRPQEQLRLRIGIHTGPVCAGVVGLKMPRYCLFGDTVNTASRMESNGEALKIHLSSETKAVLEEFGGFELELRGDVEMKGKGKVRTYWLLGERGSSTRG
ssDAF-12 act – activators of S. stercoralis DAF-12 nuclear receptor; HEK293 ssDAF-12/GRIP1 lit1-tk-luc reporter, luminescence; % of 3 µM dafachronic acid response; activation, % at 6.8 µM; actives 1% (n = 370,000); AID 652126;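 active = activation above the mean over all tested compounds plus 3 SD, cut at about 0.9% in these data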;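 note: 0% = DMSO-only wells and 100% = 3 µM delta7-dafachronic acid wells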
SMARCA2 activ – increases SMARCA2 function in MMTV reporter cells | MG213 cells, MMTV-luciferase reporter, dexamethasone, overnight | activation, % at 9.1 µM | actives 1% (n = 370,000); in the data active = activation above about 7.8%;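 note: 0% = vehicle wells and 100% = reference activator wells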
DAX1 inh-1 – inhibits human nuclear receptor DAX1 | HEK293 Gal4-DAX1 luciferase reporter, luminescence | inhibition, % at 6.75 µM | actives 0.99% (n = 340,000) | AID 504766;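 active = inhibition above the mean over all tested compounds plus 3 SD, cut at about 4.2% in these data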;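 note: 0% = DAX1-transfected cells with DMSO and 100% = empty-vector control cells with DMSO; inhibition shows as a rise in luminescence from relieved DAX1 repression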
GC-B act – GC-B (human) receptor activation | HEK293-GC-B cells, CNP EC30, cGMP TR-FRET; 0% at EC30 CNP, 100% saturating CNP | actives 0.11% (n = 370,000) | activation, % at 10 µM | P20594 | AID 1920062;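 active = activation at 10 µM reaching about 35% in either raw or pattern-adjusted values, limit read from the data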
hgDAF12 agonist – activates the H. glycines DAF-12 receptor ligand-binding domain | HEK293 GAL4-hgDAF12 UAS-luciferase reporter, agonist luminescence; normalized to butyrate control | activation, % at 6.8 µM | actives 1.8% (n = 370,000);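 active = activation above a cutoff set at the mean of all screened compounds plus 3 SD, cut at about 10% in these data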;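 note: 0% = DMSO wells and 100% = sodium butyrate wells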
DAX1 inh-2 – inhibitors of DAX1 repression of SF-1 activated StAR promoter | inhibition, % at 6.8 µM | HEK293T StAR-luciferase reporter, SF-1/DAX-1 repression relief | actives 1.1% (n = 370,000) | AID 652010;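 active = inhibition above the mean over all tested compounds plus 3 SD, cut at about 3.6% in these data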;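 note: 0% = DAX-1 cells with DMSO and 100% = cells lacking DAX-1 with DMSO; higher inhibition means more luminescence from relief of DAX-1 repression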
hcDAF12 agonist – H. contortus DAF-12 activation, primary screen; HEK293 hcDAF-12 lit1-tk-luc reporter, luminescence; 0% DMSO, 100% Δ7-dafachronic acid; activation, % at 6.8 µM; actives 1.4% (n = 370,000); AID 652067;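 active = activation above the mean of all tested compounds plus 3 SD, cut at about 5.5% in these data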;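 note: 100% = response to 3 µM Δ7-dafachronic acid high control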
ADAM10 inh – inhibitors of human ADAM10; O14672; recombinant ADAM10, EDANS/DABCYL FRET peptide cleavage, 3 h; inhibition, % at 7 µM; actives 0.62% (n = 370,000); AID 720582;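 active = inhibition above a per-campaign cutoff equal to the mean of compounds falling between control-based bounds plus 3 SD, cut at about 20% in these data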;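 note: 0% = DMSO wells while the 100% control is not disclosed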
GAA850 FXN act – frataxin GAA850 promoter activation. HEK293 lucGAA850 FXN promoter luciferase reporter, 24 h; percent of 10 µM SAHA response. activation, % at 6 µM. actives 0.56% (n = 360,000). AID 540364;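 active = activation above the average of all compounds screened plus 3 SD, cutoff fixed separately per campaign, cut at about 7.5% in these data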;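 note: 0% = DMSO wells and 100% = 10 µM SAHA wells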
HGIII-sPLA2 inh – Inhibits HGIII-sPLA2 liposome hydrolysis, primary screen; actives 0.56% (n = 370,000); QFRET BODIPY PC-A2 liposome hydrolysis, fluorescence; inhibition, % at 12.2 µM; Q9NZ20;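 active = inhibition above mean plus 3 SD of compounds lying within the high and low control bounds, cut at about 19% in these data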;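 note: 0% = median of test compound wells and 100% = no enzyme DMSO wells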
The depositor's hits bear a star.

What do the screens show for `C[C@@H]1CN([C@H](C)CO)C(=O)c2cc(NC(=O)Nc3ccc(F)cc3)ccc2O[C@@H](C)CCCCO[C@H]1CN(C)S(=O)(=O)c1ccc(Cl)cc1`?
GC-A act: 2; ssDAF-12 act: -0.9; SMARCA2 activ: -3; GC-B act: 4; hgDAF12 agonist: -0.3; DAX1 inh-2: -0.1; hcDAF12 agonist: 0.7; ADAM10 inh: 32*; HGIII-sPLA2 inh: -40

What do the screens show for `O=C(NCC(c1ccco1)N1CCCCC1)c1cnc(Cl)c(Cl)c1` (configuration not stated)?
GC-A act: -2; ssDAF-12 act: -0.5; SMARCA2 activ: -3; DAX1 inh-1: 1.3; GC-B act: 2; hgDAF12 agonist: 1.6; DAX1 inh-2: 0.8; hcDAF12 agonist: 2.0; ADAM10 inh: -12; GAA850 FXN act: 1.1; HGIII-sPLA2 inh: -1

Results for CC(=O)c1c(C)nc(-c2ccc(Cl)cc2)nc1N=CN(C)C ?
GC-A act: 4; ssDAF-12 act: 1.0*; SMARCA2 activ: 7; DAX1 inh-1: 3.6; GC-B act: 2; hgDAF12 agonist: 6.9; DAX1 inh-2: 2.8; hcDAF12 agonist: 8.6*; ADAM10 inh: 2; GAA850 FXN act: 6.5; HGIII-sPLA2 inh: 1

What do the screens show for `Cc1ccccc1NC(=O)CC1SC(=O)N(c2ccccc2)C1=O` (configuration not stated)?
GC-A act: 8; ssDAF-12 act: 0.4; SMARCA2 activ: 5; DAX1 inh-1: -1.1; GC-B act: 6; hgDAF12 agonist: 0.6; DAX1 inh-2: -0.3; hcDAF12 agonist: 0.1; ADAM10 inh: 18; GAA850 FXN act: 1.3; HGIII-sPLA2 inh: -6

How did Cc1nn(Cc2c(F)c(F)c(F)c(F)c2F)c(C)c1NC(=O)c1c([N+](=O)[O-])cnn1C do in these assays?
GC-A act: -3; ssDAF-12 act: -1.5; SMARCA2 activ: 0; DAX1 inh-1: 0.6; GC-B act: 2; hgDAF12 agonist: 0.0; DAX1 inh-2: -1.2; hcDAF12 agonist: -1.6; ADAM10 inh: 10; GAA850 FXN act: 2.2; HGIII-sPLA2 inh: 1

What do the screens show for `Cc1cc(=O)n(-c2ccc(Cl)cc2)c(=O)[nH]1`?
GC-A act: -1; ssDAF-12 act: -1.5; SMARCA2 activ: -1; DAX1 inh-1: -0.3; GC-B act: 0; hgDAF12 agonist: 0.1; DAX1 inh-2: -0.1; hcDAF12 agonist: 0.0; ADAM10 inh: -3; GAA850 FXN act: -2.3; HGIII-sPLA2 inh: 4

What do the screens show for `O=C(CN1C(=O)/C(=C/c2ccc(Cl)cc2)SC1=S)NC1C=CS(=O)(=O)C1` (configuration not stated)?
GC-A act: 0; ssDAF-12 act: -0.7; SMARCA2 activ: 0; DAX1 inh-1: 0.7; GC-B act: -2; hgDAF12 agonist: -4.0; DAX1 inh-2: -0.1; hcDAF12 agonist: 2.7; ADAM10 inh: 8; GAA850 FXN act: 2.7; HGIII-sPLA2 inh: 4

What do the screens show for `COc1ccc(S(=O)(=O)N2CCC(C(=O)NCc3cccnc3)CC2)cc1Cl`?
GC-A act: 3; ssDAF-12 act: -1.1; SMARCA2 activ: 0; DAX1 inh-1: -1.1; GC-B act: -3; hgDAF12 agonist: 0.2; DAX1 inh-2: -0.1; hcDAF12 agonist: -0.1; ADAM10 inh: -18; GAA850 FXN act: -0.8; HGIII-sPLA2 inh: 4

What do the screens show for `Cc1cccc(N2C(=O)N(c3ccccc3C)C3CS(=O)(=O)CC32)c1` (configuration not stated)?
GC-A act: -2; ssDAF-12 act: -1.1; SMARCA2 activ: -1; DAX1 inh-1: 0.0; GC-B act: 1; hgDAF12 agonist: -1.9; DAX1 inh-2: 0.6; hcDAF12 agonist: -0.3; ADAM10 inh: 3; GAA850 FXN act: -0.6; HGIII-sPLA2 inh: 1

What do the screens show for `Cc1ccc(-n2ncc3c2CCCC3NC(=O)CCc2c(C)noc2C)cc1C` (configuration not stated)?
GC-A act: 2; ssDAF-12 act: -1.5; SMARCA2 activ: 0; DAX1 inh-1: -1.6; GC-B act: 1; hgDAF12 agonist: -1.7; DAX1 inh-2: -2.5; hcDAF12 agonist: -3.1; ADAM10 inh: -2; GAA850 FXN act: -1.7; HGIII-sPLA2 inh: -3

Brought forward from above: 2 entries, then new ones.
What do the screens show for `Cc1cccc(N2C(=O)N(c3ccccc3C)C3CS(=O)(=O)CC32)c1` (configuration not stated)?
GC-A act: -2; ssDAF-12 act: -1.1; SMARCA2 activ: -1; DAX1 inh-1: 0.0; GC-B act: 1; hgDAF12 agonist: -1.9; DAX1 inh-2: 0.6; hcDAF12 agonist: -0.3; ADAM10 inh: 3; GAA850 FXN act: -0.6; HGIII-sPLA2 inh: 1

What do the screens show for `Cc1ccc(-n2ncc3c2CCCC3NC(=O)CCc2c(C)noc2C)cc1C` (configuration not stated)?
GC-A act: 2; ssDAF-12 act: -1.5; SMARCA2 activ: 0; DAX1 inh-1: -1.6; GC-B act: 1; hgDAF12 agonist: -1.7; DAX1 inh-2: -2.5; hcDAF12 agonist: -3.1; ADAM10 inh: -2; GAA850 FXN act: -1.7; HGIII-sPLA2 inh: -3

Results for COc1cc(OC)cc(C2=Cc3ccccc3C(CC(C)=O)N2c2ccc(-c3cccs3)cc2)c1 (configuration not stated) ?
GC-A act: -13; ssDAF-12 act: -1.5; SMARCA2 activ: -3; GC-B act: -11; hgDAF12 agonist: 1.1; DAX1 inh-2: -2.1; hcDAF12 agonist: 0.3; ADAM10 inh: -43; HGIII-sPLA2 inh: -14

Results for CCC(C)(C)NC(=O)C(c1ccc(OC)cc1)N(C(=O)CCC(=O)Nc1cc(C)on1)c1cc(OC)ccc1OC (configuration not stated) ?
GC-A act: -53; ssDAF-12 act: 0.2; SMARCA2 activ: -3; DAX1 inh-1: -0.3; GC-B act: -19; hgDAF12 agonist: -1.9; DAX1 inh-2: -0.2; hcDAF12 agonist: -1.8; ADAM10 inh: -1; GAA850 FXN act: -1.1; HGIII-sPLA2 inh: -7

How did CC(C)(C)C1CCC(C(=O)Nc2ccc(N3CCOCC3)cc2N2CCOCC2)CC1 (configuration not stated) do in these assays?
GC-A act: -4; ssDAF-12 act: -1.3; SMARCA2 activ: -2; DAX1 inh-1: -0.8; GC-B act: 1; hgDAF12 agonist: 3.5; DAX1 inh-2: 1.1; hcDAF12 agonist: -0.1; ADAM10 inh: -12; GAA850 FXN act: -1.7; HGIII-sPLA2 inh: 8

What do the screens show for `CCCN1C(=O)N(C)C(N(O)C(=O)NC)C1(C)C` (configuration not stated)?
GC-A act: -3; ssDAF-12 act: -0.9; SMARCA2 activ: 1; DAX1 inh-1: 2.4; GC-B act: -12; hgDAF12 agonist: -1.5; DAX1 inh-2: -0.8; hcDAF12 agonist: 1.9; ADAM10 inh: -1; GAA850 FXN act: 0.2; HGIII-sPLA2 inh: 1

What do the screens show for `Cc1cccc(NC(=O)CN2C(=O)N/C(=C\c3ccc(N4CCOCC4)cc3)C2=O)c1`?
GC-A act: 2; ssDAF-12 act: -0.7; SMARCA2 activ: 0; DAX1 inh-1: 0.7; GC-B act: 2; hgDAF12 agonist: 1.8; DAX1 inh-2: 0.3; hcDAF12 agonist: -2.0; ADAM10 inh: -11; GAA850 FXN act: 2.5; HGIII-sPLA2 inh: -1

Results for CC(C)CNC1CCS(=O)(=O)C1 (configuration not stated) ?
GC-A act: 1; ssDAF-12 act: -0.7; SMARCA2 activ: -1; DAX1 inh-1: 0.0; GC-B act: 0; hgDAF12 agonist: 3.7; DAX1 inh-2: 0.5; hcDAF12 agonist: -0.8; ADAM10 inh: -4; GAA850 FXN act: 0.7; HGIII-sPLA2 inh: -2

Results for O=C(CCN1C(=O)/C(=C/c2ccccc2)SC1=S)Nc1cccnc1 ?
GC-A act: -5; ssDAF-12 act: -1.1; SMARCA2 activ: -2; DAX1 inh-1: 0.2; GC-B act: -4; hgDAF12 agonist: 0.1; DAX1 inh-2: 0.0; hcDAF12 agonist: -1.3; ADAM10 inh: 0; GAA850 FXN act: 0.7; HGIII-sPLA2 inh: -2

What do the screens show for `O=S(=O)(Nc1ccccc1Cl)c1ccc(-c2ccccn2)s1`?
GC-A act: 0; ssDAF-12 act: -1.1; SMARCA2 activ: -2; DAX1 inh-1: -0.4; GC-B act: 0; hgDAF12 agonist: -0.9; DAX1 inh-2: -0.6; hcDAF12 agonist: -0.7; ADAM10 inh: 5; GAA850 FXN act: -0.7; HGIII-sPLA2 inh: -16

Results for OC(CN1CCCC1)Cn1ccc2ccccc21 (configuration not stated) ?
GC-A act: -2; ssDAF-12 act: -0.5; SMARCA2 activ: -2; DAX1 inh-1: 1.6; GC-B act: 0; hgDAF12 agonist: 0.8; DAX1 inh-2: -0.1; hcDAF12 agonist: 0.7; ADAM10 inh: 2; GAA850 FXN act: -1.9; HGIII-sPLA2 inh: 0

Results for CCOC(=O)c1nnn(-c2nonc2N)c1CS(=O)(=O)c1ccccc1 ?
GC-A act: -6; ssDAF-12 act: -0.7; SMARCA2 activ: 2; DAX1 inh-1: 0.6; GC-B act: -1; hgDAF12 agonist: -1.0; DAX1 inh-2: 0.6; hcDAF12 agonist: -0.1; ADAM10 inh: 7; GAA850 FXN act: -0.9; HGIII-sPLA2 inh: -6

Results for COc1ccc2nc(NC(=O)CSc3nnnn3C)sc2c1 ?
GC-A act: 7; ssDAF-12 act: -0.2; SMARCA2 activ: 2; DAX1 inh-1: 2.6; GC-B act: -3; hgDAF12 agonist: 7.7; DAX1 inh-2: 3.4; hcDAF12 agonist: 0.6; ADAM10 inh: -13; GAA850 FXN act: 3.2; HGIII-sPLA2 inh: 3

How did CCc1cccc(NC(=S)Nc2cccc3ccccc23)c1 do in these assays?
GC-A act: 2; ssDAF-12 act: 0.5; SMARCA2 activ: 3; DAX1 inh-1: 0.7; GC-B act: 2; hgDAF12 agonist: 2.2; DAX1 inh-2: -1.3; hcDAF12 agonist: 7.4*; ADAM10 inh: -217; GAA850 FXN act: -1.8; HGIII-sPLA2 inh: 11

What do the screens show for `COc1ccccc1N(C)S(=O)(=O)c1ccc(Cl)c(C(=O)NCC2(N(C)C)CCCCC2)c1`?
GC-A act: -1; ssDAF-12 act: -1.6; SMARCA2 activ: 1; DAX1 inh-1: -0.4; GC-B act: -3; hgDAF12 agonist: 0.6; DAX1 inh-2: 0.3; hcDAF12 agonist: -0.2; ADAM10 inh: -1; GAA850 FXN act: 12*; HGIII-sPLA2 inh: -4

How did CC(=O)N1CCOc2ccc(S(=O)(=O)Nc3ccc(Cl)cn3)cc21 do in these assays?
GC-A act: 0; ssDAF-12 act: -1.0; SMARCA2 activ: 0; DAX1 inh-1: -0.1; GC-B act: 0; hgDAF12 agonist: -0.1; DAX1 inh-2: 0.8; hcDAF12 agonist: -1.4; ADAM10 inh: 3; GAA850 FXN act: 0.3; HGIII-sPLA2 inh: -1

What do the screens show for `OCc1nnn(-c2cccc(C(F)(F)F)c2)c1CO`?
GC-A act: 3; ssDAF-12 act: -1.1; SMARCA2 activ: 0; DAX1 inh-1: 0.2; GC-B act: -1; hgDAF12 agonist: 3.4; DAX1 inh-2: 0.1; hcDAF12 agonist: -0.8; ADAM10 inh: -2; GAA850 FXN act: -1.2; HGIII-sPLA2 inh: 5

Source: PubChem (several laboratories)
